Screening data: PubChem, National Center for Advancing Translational Sciences (NCATS)
D1 potentiator – enhances dopamine response at the human D1 receptor; HEK293 TREx D1 cells, calcium flux, dopamine EC20 potentiation; potentiation, % at 10 µM; actives 0.036% (n = 360,000); in the data active means potentiation above about 30%; further: 0% is about no effect
RXFP1 agonist – RXFP1 (human) receptor agonism; Q9HBX9; HEK293T-RXFP1 cAMP TR-FRET, 30 min; response scale: percent of porcine relaxin response, buffer zero; Potency, µM (series often up to 57.5 µM), inactives show top-dose activation, hits mostly activators; actives 0.3% (n = 370,000); further: potency means the concentration at half of the fitted maximal effect; on the % scale 0 is the no-effect control and ±100 the full control effect; nearly all actives have a fitted effect of over 60% in size; many of its hits are not listed in these tables
Target sequence (Q9HBX9 whole entry, looked up): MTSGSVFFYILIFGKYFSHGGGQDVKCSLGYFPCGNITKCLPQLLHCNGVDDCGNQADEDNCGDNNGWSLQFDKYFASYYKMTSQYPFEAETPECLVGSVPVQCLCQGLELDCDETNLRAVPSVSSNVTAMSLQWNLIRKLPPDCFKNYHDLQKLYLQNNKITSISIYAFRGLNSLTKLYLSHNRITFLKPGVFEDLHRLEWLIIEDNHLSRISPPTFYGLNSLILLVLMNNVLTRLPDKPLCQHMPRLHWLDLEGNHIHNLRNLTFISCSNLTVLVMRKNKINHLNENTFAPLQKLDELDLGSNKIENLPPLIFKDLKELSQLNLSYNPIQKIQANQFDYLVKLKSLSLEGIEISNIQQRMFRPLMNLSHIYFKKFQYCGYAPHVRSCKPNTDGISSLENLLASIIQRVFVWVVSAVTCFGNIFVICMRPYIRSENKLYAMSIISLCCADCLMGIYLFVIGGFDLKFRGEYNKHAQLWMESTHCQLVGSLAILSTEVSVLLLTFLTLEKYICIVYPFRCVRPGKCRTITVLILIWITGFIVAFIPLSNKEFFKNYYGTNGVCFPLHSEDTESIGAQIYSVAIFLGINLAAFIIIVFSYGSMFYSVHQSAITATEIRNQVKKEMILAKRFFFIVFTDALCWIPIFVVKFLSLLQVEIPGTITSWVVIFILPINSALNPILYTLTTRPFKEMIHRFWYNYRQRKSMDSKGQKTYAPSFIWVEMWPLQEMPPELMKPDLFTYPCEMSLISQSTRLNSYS
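cAMP rise read by TR-FRET after 30 min, 37C compound exposure (up to 58 uM) in RXFP1-transfected HEK293 cells with Ro 20174 present. EC50 from Hill-equation fits, with 29 nM porcine relaxin as 100% and buffer as basal.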
D1 antagonist – blocks dopamine activation of the human D1 receptor; actives 3.2% (n = 360,000); P21728; HEK293 TREx D1 cells, calcium flux, dopamine EC80; stronger effect = lower value; activity change, negative = inhibition, % at 10 µM; in the data active means activity change below about -30%; further: on the % scale 0 is the no-effect control and ±100 the full control effect
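Compound effects on dopamine-evoked calcium signalling were measured in tetracycline-induced HEK293 Trex D1 cells. Dopamine at EC80 followed a 180 s compound pre-read, and fluorescence was tracked kinetically for 180 s more.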
Vif-APOBEC3G blk – Vif-A3G binding inhibition | AID 602310 | Potency, µM (series often up to 46.1 µM), without a hit: at the highest dose activity, negative = active, usual class: inhibitors | HeLa A3G-eYFP + Vif (tagged APOBEC3G with the HIV-1 protein that degrades it), YFP fluorescence, overnight | actives 0.076% (n = 410,000) | Q9HC16;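 further: potency means the concentration at half of the fitted maximal effect; on the % scale 0 is the no-effect control and ±100 the full control effect; nearly all actives have a fitted effect of over 60% in size; hits raise eYFP signal because A3G escapes Vif-driven loss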
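HeLa cells stably expressing Vif and C-terminally eYFP-tagged A3G, seeded overnight at 37 deg C, then exposed to compound by pintool overnight at 37 deg C. Rise in yellow fluorescence (Ex 488/Em 500-530, Acumen) marks blocked Vif-driven A3G degradation.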
Vif-A3F inh – Vif-A3F binding inhibition. actives 0.2% (n = 390,000). Potency, µM (doses to about 46.1 µM), for the others: at the top dose activity, negative = active. HeLa A3F-eYFP + Vif (tagged APOBEC3F with the HIV-1 protein that degrades it), YFP fluorescence increase; further: potency means the concentration at half of the fitted maximal effect; % of control where 0% means no effect; nearly all actives have a fitted effect of over 65% in size
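HeLa cells stably expressing A3F-eYFP plus Vif, plated and incubated overnight at 37 deg C, then exposed to compounds overnight at 37 deg C. Blocked degradation read as raised yellow fluorescence (Ex 488/Em 500-530).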
RXFP1 antag – antagonists of human relaxin receptor RXFP1; actives 0.59% (n = 350,000); activity change, negative = inhibition, % at 57.5 µM; Q9HBX9; HEK293-RXFP1, relaxin-stimulated cAMP HTRF, 30 min; stronger effect = lower value;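 active means activity change of -60% or lower, but not beyond a set lower limit; inconclusive means change between -60% and -40%, or beyond the set limit; inactive means change above -40%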; further: on the % scale 0 is the no-effect control and ±100 the full control effect
D2 potentiator – positive allosteric modulators of human D2 dopamine receptor; HEK293 T-REx D2, calcium flux, EC20 dopamine potentiation; potentiation, % at 10 µM; AID 485347; P14416; actives 0.34% (n = 340,000);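 active means potentiation over 3 SD above the plate norm, cut at about 30% in these data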; further: 0% is about no effect
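Cells plated with tetracycline inducer and held overnight at 30 C; calcium dye loaded 30–90 min at room temperature; baseline taken, compound added and read 180 s; EC20 dopamine then added and read 180 s.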
D1 agonist – activates the human D1 dopamine receptor; HEK293 T-REx D1 cells, calcium flux, agonist mode; actives 1% (n = 360,000); activation, % at 2 µM; P21728; in the data active means activation above about 30%; further: 0% is about no effect
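Agonism was scored from calcium flux recorded over 180 s (1 read/s) after pintool compound addition, following a 10-cycle baseline. Cells were inducible force-coupled HEK293 TREx D1, plated overnight at 30 C and loaded with no-wash calcium dye.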
Glioma ERSR ind – ER stress response induction in glioma; actives 0.02% (n = 420,000); U87-MG GRP78 promoter luciferase reporter, 16 h; Potency, µM, without a hit: at the top dose activation, usual class: activators; further: potency means the concentration at half of the fitted maximal effect; series mostly up to about 76 µM; % of control where 0% means no effect; nearly all actives have a fitted effect of over 35% in size
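ERSR induction read as luciferase luminescence (Bright-Glo, 10 min at room temperature) in stably transfected human U87-MG glioma cells exposed to compounds for 16 h, using GRP78 as sensor.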
The depositor's hits bear a star; ? = inconclusive; . = no result given. Unless noted, the call rests on the fitted dose curve; in most records, active means well fitted curve in the direction sought with a large enough effect; inconclusive means small, poorly fitted or top-dose-only effect, or another doubt; inactive means no such curve, though single readings can be large; an effect the other way counts as inactive or inconclusive.

Order of results – D1 potentiator	RXFP1 agonist	D1 antagonist	Vif-APOBEC3G blk	Vif-A3F inh	RXFP1 antag	D2 potentiator	D1 agonist	Glioma ERSR ind
CCc1ccccc1NC(=O)CSc1ncc2c(n1)-c1cc(Cl)ccc1N(Cc1ccccc1)S2(=O)=O
    1	2.9%	-50*	0%	0%	.	6	1	-4%
CCCC1NC(=S)N(C2CCCCC2)C1=O (configuration not stated)
    -7	0.1%	-8	1%	-1%	-5	9	0	-5%
CCCc1cc(Nc2ccccc2C)n2ncnc2n1
    -9	0.1%	-6	-4%	13%	-7	4	1	-8%
O=C(CN1C(=O)COc2ccc(S(=O)(=O)N3CCCCCC3)cc21)N1CCN(c2ccc(Cl)cc2)CC1
    -1	3.2%	6	-1%	3%	.	9	-1	-6%
O=C(O)CN(c1ccccn1)S(=O)(=O)c1ccccc1
    0	-0.1%	-1	1%	-7%	-7	1	4	-5%
COc1ccc(C2C(C(=O)c3ccco3)=C(O)C(=O)N2CCCn2ccnc2)c(OC)c1 (configuration not stated)
    -5	26%	-1	2%	0%	9	-2	5	1%
COc1ccc(/C=C(/NC(=O)c2ccccc2)C(=O)N/N=C/c2cccs2)cc1OC
    -2	0.9%	-23	-3%	0%	11	8	2	-4%
O=C(CCN1CCN(Cc2ccccc2)CC1)NNC(=O)Nc1cccc([N+](=O)[O-])c1
    6	-1.7%	19	0%	-3%	-5	-21	3	-1%
COCc1ccc(-c2ccc3c(c2)c(C#Cc2ccsc2)c(-c2cc(OC)cc(OC)c2)n3C)cc1
    -1	2.9%	.	0%	1%	.	-8	2	-2%
O=C(N/N=C/c1coc2ccc(Cl)cc2c1=O)c1ccc(O)cc1
    -3	1.3%	4	1%	-8%	1	-4	0	-2%
CCCCCCNC(=O)CC(NS(=O)(=O)c1ccc(NC(C)=O)cc1)C(C)C (configuration not stated)
    3	-1.2%	-10	2%	-16%	-14	11	-1	-4%
COC(=O)c1c(NC(=O)C(C)(C)C)sc2c1C(C(=O)OC)CC2 (configuration not stated)
    -4	0.8%	-4	-3%	.	-8	-2	5	-3%
Cn1c(SCC(=O)NC2CCCCC2)nnc1-c1ccccc1O
    -4	-1.4%	-10	1%	1%	1	-5	2	0%
CCc1ccccc1S(=O)(=O)Cc1ccc(C(=O)N2CCN(c3ccccc3OC)CC2)o1
    .	1.0%	21	1%	-7%	.	10	17	0%
O=C(O)CCCNc1cc(N2CCC3(CC2)OCCO3)c2noc3c2c1C(=O)c1ccccc1-3
    -2	-4.9%	-3	.	.	.	1	1	.
COc1ccc(C)cc1NC(=O)Nc1ccccc1OCc1cc(=O)n2ccccc2n1
    -2	-1.0%	-6	-8%	-5%	-6	9	-1	-3%
CCc1ccc(NC(=O)Cc2c(C(=O)O)c(C)cn2C)cc1
    4	1.2%	-3	-1%	0%	-11	3	0	0%
COc1cc(C(=S)N2CCOCC2)cc(OC)c1OC(=O)Cc1ccc(F)cc1
    -2	1.0%	-19	0%	7%	3	.	3	-4%
CC(C)(CNS(=O)(=O)c1ccc2c(c1)OCCO2)N1CCOCC1
    -8	1.6%	3	-2%	-6%	7	-1	1	-3%
COC(=O)c1sccc1NC(=O)Nc1cccc(C)c1
    -3	2.4%	-12	0%	-5%	0	2	1	6%
CCc1cc2c(N3CCN(C(=O)c4ccco4)CC3)ncnc2s1
    -9	11%	-20	-8%	-33%	-9	15	3	-5%
CCC1Nc2ncnc(N3CCOCC3)c2N(Cc2ccc(C)cc2)C1=O (configuration not stated)
    3	-1.0%	-18	-5%	4%	.	9	2	-3%
O=C(CNC(=O)c1cccs1)OCC(=O)c1cccs1
    -4	0.0%	-8	1%	5%	14	2	0	-4%
Nc1ccc(Nc2ccccc2)cc1
    7	-5.8%	-12	-4%	-6%	-33	-6	2	-3%
COc1ccc(COC(=O)C2=C(C)NC(=O)NC2c2cc(Br)c(O)c(OC)c2)cc1 (configuration not stated)
    -5	2.6%	14	-5%	-5%	1	3	7	?
CC1CCc2c(nc3nc[nH]n3c2=O)C1 (configuration not stated)
    -7	5.9%	2	1%	-15%	-13	7	2	-15%
Cc1cnc(C(=O)N2CCN(S(=O)(=O)c3ccc4ccccc4c3)CC2)cn1
    -9	-0.9%	-27	0%	2%	-2	-1	14	-8%
CC1C(=O)Nc2ccc(S(=O)(=O)N3CCCCC3)cc2NC1=O (configuration not stated)
    1	0.5%	17	7%	4%	19	-3	17	-2%
O=C(Nc1ccc(Cl)cc1)Nc1ccc(C(=O)N2CCOCC2)cc1
    -4	2.1%	-9	-8%	9%	2	9	1	2%
CCC1(c2ccccc2)NC(=O)N(CC(=O)N(C)CC(=O)Nc2c(C)cccc2C)C1=O (configuration not stated)
    -8	0.1%	-17	2%	9%	-11	7	2	1%
CCCCCCCc1nc2sc3c(c2c(=O)n1N)CC(C)(C)OC3
    -6	2.7%	8	1%	7%	-11	9	1	1%
COCCCn1cnc2c(c1=O)c1nc3ccccc3nc1n2-c1ccccc1
    -8	2.7%	-24	-2%	.	-13	5	2	-18%
Cc1ccccc1N1CC(C(=O)Nc2nnc(SCc3ccccn3)s2)CC1=O (configuration not stated)
    -3	1.8%	5	0%	-7%	0	3	4	-4%
CN(C(=O)c1ccoc1)c1ccc2ccccc2c1
    -1	-0.2%	-2	-24%	2%	-1	-8	5	-3%
O=C(Cc1ccccc1)NCc1ccccn1
    -2	-0.5%	3	-2%	-1%	3	6	4	-2%
O=C1Nc2ccccc2N=C(c2ccccc2)C1N1CCOCC1 (configuration not stated)
    -1	-0.3%	-8	1%	0%	-6	-10	0	-2%
O=C(c1cccc(Oc2ccc([N+](=O)[O-])cc2Cl)c1)N1CCCCC1
    0	1.3%	0	0%	0%	-8	-2	7	-3%
O=C1c2ccccc2C(=O)C1c1ccc(O)cc1
    -2	16%	-20	-4%	5%	-6	.	1	7%
Cc1ccc(C(=O)Nc2cccc(OCc3cc(=O)n4c5c(sc4n3)CCCC5)c2)cc1
    -1	-1.1%	-25	1%	4%	.	5	0	0%
Brc1cc2c(cc1Cn1c(-c3cncs3)nc3ccccc31)OCO2
    -5	7.9%	25	1%	-1%	-6	6	3	4%
C#CCOc1ccc(C2C(C#N)=C(N)Oc3cc(O)ccc32)cc1 (configuration not stated)
    4	-3.9%	-4	-15%	-4%	-11	5	4	-2%
Cc1ccc(S(=O)(=O)c2nc(-c3cccs3)oc2SCc2ccc(F)cc2)cc1
    0	0.5%	11	-15%	-1%	-12	1	11	-3%
Cc1ccc(CN2CCN(Cc3ccccc3-c3ccco3)CC2CCO)o1 (configuration not stated)
    -4	0.1%	-5	-1%	-5%	5	-10	0	-2%
CC1=C/C(=N\S(=O)(=O)c2ccccc2)C(C(C)C)=CC1=O
    2	0.9%	0	-6%	-7%	7	-2	2	-5%
O=C(c1ccc2snnc2c1)N1CCCCC1
    -3	2.7%	-14	1%	3%	3	-4	1	-5%
CCOC(=O)C(NS(=O)(=O)c1ccccc1)(C(F)(F)F)P(=O)(OC(C)C)OC(C)C (configuration not stated)
    3	0.5%	1	0%	1%	1	.	1	-3%
CCN(C(=O)CSc1nnc(NC2CCCCC2)s1)C1CCS(=O)(=O)C1 (configuration not stated)
    -5	-0.5%	7	0%	-17%	-3	3	3	-2%
CN(C)S(=O)(=O)c1ccc(N2CCCC2)c(C(=O)Nc2ccccc2N2CCOCC2)c1
    1	-2.4%	-4	1%	5%	-10	0	1	-4%
Cc1ccc(C2=NS(=O)(=O)N(C)C(C(=O)Nc3ccc(F)cc3F)=C2)cc1
    4	-0.4%	7	-4%	0%	1	-21	6	-4%
COc1ccc(NC(=O)c2cccnc2N2CCCCC2)cc1
    2	1.7%	2	-3%	-4%	1	8	1	1%
CC(C)c1nnc(NC(=O)CCS(=O)(=O)c2ccccc2)s1
    -1	5.5%	-3	-23%	8%	-8	-6	7	-4%
CCOC(=O)c1sc(NC(=O)C2c3ccccc3Oc3ccccc32)c(C#N)c1C
    -9	2.5%	2	8%	-6%	-2	-3	5	-2%
O=C(NC1CCCCCCC1)c1ccc(F)cc1
    0	1.0%	2	2%	-4%	7	-5	1	-4%
c1cc2c3c(cccc3c1)NC1(CCC3(CC1)Nc1cccc4cccc(c14)N3)N2
    -1	0.8%	-40*	-1%	0%	-18	-4	14	-3%
CCC(Oc1ccccc1)C(=O)Nc1ccccn1 (configuration not stated)
    -6	3.1%	0	1%	8%	-2	6	3	3%
C=CCSc1nnc(NC(=O)CSc2nnc(C)s2)s1
    0	3.7%	-14	-1%	4%	-13	3	0	-4%
COC(=O)C1=C(N)Oc2cc(C)[nH]c(=O)c2C1c1ccc(Cl)cc1 (configuration not stated)
    -1	6.0%	6	-7%	-9%	8	-5	7	-3%
Cc1cccc(NC(=O)CSc2nnc(-c3ccccc3Br)o2)c1C
    7	0.2%	5	0%	0%	-7	7	7	0%

Record cards (already shown). Order of screens: D1 potentiator	RXFP1 agonist	D1 antagonist	Vif-APOBEC3G blk	Vif-A3F inh	RXFP1 antag	D2 potentiator	D1 agonist	Glioma ERSR ind
`COC(=O)C1=C(N)Oc2cc(C)[nH]c(=O)c2C1c1ccc(Cl)cc1` (configuration not stated) in the list: -1	6.0%	6	-7%	-9%	8	-5	7	-3%
`Cc1ccc(C2=NS(=O)(=O)N(C)C(C(=O)Nc3ccc(F)cc3F)=C2)cc1` in the list: 4	-0.4%	7	-4%	0%	1	-21	6	-4%
`O=C(Cc1ccccc1)NCc1ccccn1` in the list: -2	-0.5%	3	-2%	-1%	3	6	4	-2%

Not all compounds are listed; the hit share may differ from the screen's.
